# Epigenetic reg: Quantitative High-Throughput Screen for Regulators of Epigenetic Control; murine LDR cells, GFP reporter derepression, 30 h; Potency, µM (top dose mostly 53.9 µM), inactives show at the top dose GFP activation, actives largely listed as activators; actives 0.2% (n = 280,000); AID 1865, 2009; active = well fitted activation curve with a large enough effect; inconclusive = small, poorly fitted or top-dose-only effect; note: % of control where 0% means no effect; nearly all actives have a fitted effect of over 60% in size
#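 Reporter derepression read as number of fluorescent GFP-positive objects, 20-120 um in size, counted by laser-scanning cytometer. Mouse LDR line with an epigenetically silenced CMV-GFP locus; compound incubation 30 h, 37 C.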
# An asterisk follows results filed as active; u = inconclusive. Potency is the fitted concentration of half-maximal effect. An excerpt; the hit share may differ from the screen's.
SMILES,Epigenetic reg
Cc1ccc(CNC(=O)CSc2c(C)cnc3c2c(=O)n(C)c(=O)n3C)cc1,1.4%
Cc1cc(C)cc(OCCSc2nc3ccc(NC(=O)c4ccc5c(c4)OCO5)cc3s2)c1,-0.5%
COc1cccc(Cn2c(Oc3cc(C)cc(C)c3)nc3c2c(=O)n(C)c(=O)n3C)c1,-1.3%
CCc1ccc(NC(=O)CC2C(=O)N(c3cccc(OC)c3)C(=O)N2C2CCCC2)cc1 (centres undefined),4.2%
O=C(CSc1nc2nccnc2c(=O)n1CCc1c[nH]c2ccccc12)Nc1ccccc1,-0.2%
CC(C)(CC(=O)OCC(=O)Nc1ccccc1F)CC1=NS(=O)(=O)c2ccccc2N1,0.0%
CCOc1ccc(NC(=O)CSc2nccn2C2CCCC2)cc1,-0.5%
CN(C)c1ccc(NC(=O)Cn2cc(S(=O)(=O)Cc3ccccc3Cl)c3ccccc32)cc1,9.7%
COc1ccc(NC(=O)C2CCN(S(=O)(=O)c3cn(C)cn3)CC2)cc1Cl,-1.4%
Cc1cc(NC(=O)c2ccco2)cc(-c2nc3cc(Cl)ccc3o2)c1O,u
CCCCCC(=O)Nc1ccc(NC(=O)c2cc3ccccc3o2)c(OC)c1,0.0%
CC(CCc1ccccc1)NC(=O)Cn1c(=O)nc(-c2ccccc2F)c2cc(Cl)ccc21 (centres undefined),-0.8%
CC(Oc1ccc(F)cc1)C(=O)N1CCC(c2nc3ccccc3s2)CC1 (centres undefined),-1.6%
COc1ccc(Nc2nc(N)c3cc(OC)c(OC)cc3n2)cc1,2.1%
COc1ccccc1C(=O)NC1(C(F)(F)F)NC(=O)N(CCc2ccccc2)C1=O (centres undefined),0.8%
COc1ccc(-n2c(=O)c3c4c(sc3n(Cc3cc(=O)n5c(C)cccc5n3)c2=O)CCC4)c(OC)c1,0.0%
O=S(=O)(NCCc1nnc2ccc(SCc3ccccc3Cl)nn12)c1ccccc1,-0.4%
CCOc1ccc(NC(=O)Cn2ncc3c2-c2cc(C)ccc2OC3)cc1,0.0%
COC(=O)CC1Oc2ccc(C)cc2-n2cc(-c3ccc(F)cc3)nc21 (centres undefined),0.0%
CCOC(=O)C1CCN(C(=O)C2CCN(S(=O)(=O)c3c(C)noc3/C=C/c3ccc(C)cc3)CC2)CC1,-1.7%
COc1ccc(C2=C(C)C(=O)N(Cc3ccc(C(=O)Nc4ccc(F)cc4C)cc3)S2(=O)=O)cc1,0.8%
O=C(Nc1onc2c1CCCC2)c1ccccc1,-1.9%
Cc1ccc(-c2cc(C(=O)Nc3cc([N+](=O)[O-])ccc3C)no2)cc1F,-2.1%
Cc1ccc(CNC(=O)c2cccc(-n3cnc4cccnc43)c2)cc1,-1.4%
Cc1ccc(NC(=O)c2nc(S(=O)(=O)Cc3cccc(C)c3)ncc2Cl)cc1,-0.1%
C#CC(C)(C)NS(=O)(=O)c1cc(-c2nnc(Nc3ccc(C)cc3)c3ccccc23)ccc1C,-1.1%
Cc1cc(Nc2ccccc2F)n2nc(-c3ccccc3)nc2n1,-3.0%
Cc1cn(C)c(CC(=O)Nc2cccc(C#N)c2)c1C(=O)O,-1.3%
COc1ccc(NC(=O)C2CCCN(S(=O)(=O)c3cccs3)C2)cc1 (centres undefined),-0.9%
Cc1cccc(OCc2nc(CC(=O)Nc3ccc(Cl)cc3)cs2)c1,1.6%
Cc1ccc(C(=O)NCC(c2ccc3c(c2)OCO3)N2CCN(c3ccc(F)cc3)CC2)cc1 (centres undefined),0.0%
CCC1CN(C(=O)N2CCC(C(=O)NCc3cccc(C)c3)CC2)c2ccccc2O1 (centres undefined),2.5%
CC(C)COc1ccc(C(=O)Nc2onc3c2CCCC3)cc1,1.9%
COc1ccc(NC(=O)C2CCN(S(=O)(=O)c3ccc4[nH]c(=O)ccc4c3)CC2)cc1Cl,1.4%
O=c1c2sc3ccccc3c2n(Cc2cccc(Cl)c2)c(=O)n1Cc1ccc(F)cc1,-0.9%
CCN1CCN(c2cc(C)c3cc(NC(=O)c4cc(OC)c(OC)c(OC)c4)ccc3n2)CC1,16%
Cc1oc2c(c(C)cc3oc(=O)c(CC(=O)NCCc4ccccc4F)c(C)c32)c1C,-2.2%
COC(=O)c1cc2sccc2n1Cc1ccc(F)cc1,6.1%
Cc1ccc(N2CC(c3nnc(Cc4ccc(F)cc4)o3)CC2=O)cc1 (centres undefined),-2.1%
CCc1ccc(CN2CCc3nc(N4CCN(c5ccccc5F)CC4)ncc3C2)cc1,4.4%
CSc1nc2c(sc3ccccc32)c(=O)n1Cc1ccc(C)cc1,-0.5%
CCCc1ccc(-c2ccc(C(=O)Oc3ccc(Br)cc3)cc2)nc1,-0.8%
COc1ccc(OC)c(NC(=O)C2=C(C)C(=O)OC23CCN(C(C)C)CC3)c1,-3.3%
COC(=O)c1ccccc1NS(=O)(=O)c1cc2c(cc1C)N(C)CCO2,1.4%
CC(C)Cc1nn2c(=O)cc(COC(=O)c3cccc(NC(=O)CCc4ccccc4)c3)nc2s1,-4.2%
CCCCN(CC)CCNc1ncnc2onc(-c3ccc(Cl)cc3)c12,-1.0%
O=C(Cn1nnc2sc3c(c2c1=O)CCCC3)Nc1ccc(F)c(Cl)c1,0.1%
O=C(Nc1ccc(Cl)cc1)c1cnn2c1NC(c1ccccc1)=CC2c1ccccc1 (centres undefined),0.8%
Cc1cccc(CN2CCC(CNC(=O)c3c(C)oc4ncnc(N5CCCCC5)c34)CC2)c1,1.3%
Cc1ccc(Nc2c(-c3ccc(N(C)C)cc3)nc3nc[nH]n23)cc1,-0.9%
CCCCc1ccc(C(=O)Nc2ccc3nc(N4CCN(CC)CC4)cc(C)c3c2)cc1,0.0%
CN(C(=O)CSc1nc2ccc(NC(=O)COc3ccc(Cl)cc3)cc2s1)c1ccccc1,4.8%
Cc1cc(C)c(S(=O)(=O)NCCc2sc(-c3cccnc3)nc2C)c(C)c1,0.0%
CCc1ccc2occ(CC(=O)Nc3c(C(=O)Nc4ccc(C)cc4)oc4ccccc34)c2c1,-1.9%
COCCCNC(=O)c1sc2nc(C)c(C(=O)Nc3ccc(Cl)cc3)c(-c3ccc(Br)cc3)c2c1N,-2.5%
COc1ccccc1N1CCN(S(=O)(=O)c2ccc(-n3cnnn3)cc2)CC1,4.2%
COc1ccc(NC(=O)Cn2c(=O)n(CCC(=O)NCC3CCCO3)c(=O)c3cc(OC)c(OC)cc32)cc1 (centres undefined),4.0%
Cc1cccc(C(C)C)c1NC(=O)Cn1c(=O)oc2cc(S(=O)(=O)N3CCCC3)ccc21,-2.3%
O=C(c1ccc(F)cc1)c1cn(Cc2ccccc2)c2cc3c(cc2c1=O)OCO3,-0.3%
CCOC(=O)c1[nH]c2ccccc2c1NC(=O)c1ccccc1F,0.0%

# (further entries)
SMILES,Epigenetic reg
CC1CCc2onc(C(=O)N3CCN(c4ccc(F)cc4)CC3)c2C1 (centres undefined),0.0%
CCOC(=O)c1cc(-c2ccc(OC)cc2)n(CCC(=O)Nc2nc3ccc(OCC)cc3s2)c1C,-0.2%
COc1ccc(-c2nc3ccccc3o2)cc1NC(=O)COc1c(C)cc(Cl)cc1Cl,7.2%
CCN(c1ccccc1)S(=O)(=O)c1ccc(NC(=O)c2cc(=O)c3c(C)cc(C)cc3o2)cc1,-1.9%
CCN(C(=O)C1CCN(S(=O)(=O)c2cc(Br)cc3c2N(C(C)=O)CC3)CC1)c1cccc(C)c1,-0.1%
CN(C(=O)CSc1cn(CC(=O)N2CCCCC2)c2ccccc12)c1ccccc1,-1.5%
CN(C)c1ccc(Nc2nc3ccccc3n3nnnc23)cc1,5.1%
Cc1ccc(CN(C(=O)c2ccccc2)c2ccccn2)o1,-2.2%
CCOc1ccc(CNC(=O)c2cc(=O)[nH]c3ccc(S(=O)(=O)N4CCCCC4)cc23)cc1,0.6%
CCCN1CCN(C(=O)Cn2c(-c3cccs3)cc3cc(F)ccc32)CC1,-1.7%
Cc1cc2oc(C(=O)NCCc3ccc(S(N)(=O)=O)cc3)cc(=O)c2cc1C,-1.9%
Cc1cc2nc(-c3cc(NC(=O)c4cc5ccccc5o4)ccc3Cl)oc2cc1C,0.8%
CC(C)(C)c1ccc(C(=O)N2CCN(CCc3ccccn3)CC2)cc1,-1.6%
CCOC(=O)c1c(C)[nH]c(C)c1S(=O)(=O)N1CCN(c2ccccc2OC)CC1,-1.1%
CCOc1ccc(-c2c(C)nn3c(C)c(C(=O)NCCc4ccc(Cl)cc4)cnc23)cc1OCC,0.0%
CCOC(=O)c1[nH]c(C)c(C(=O)NC(CC)Cc2ccccc2)c1C (centres undefined),-3.0%
CC(=O)c1ccc(NC(=O)C2CCC(CNS(=O)(=O)c3ccc4c(c3)CCCC(=O)N4)CC2)cc1 (centres undefined),-3.8%
CCCN(CCC)CCCNC(=O)C1CCC(CNS(=O)(=O)c2ccc(NC(C)=O)cc2)CC1 (centres undefined),-1.1%
CCN1c2ccccc2-c2nc(SCC(=O)NCc3ccc(Cl)cc3)ncc2S1(=O)=O,u
CCN(C(=O)Cn1nnc2sc3c(c2c1=O)CCC(C(C)(C)C)C3)c1cccc(C)c1 (centres undefined),9.5%
Cc1cccc(C(=O)Nc2cc3c(cc2N2CCCCC2)n(C)c(=O)n3C)c1,-5.1%
Cc1ccc(Cn2c(=O)n(CCCCC(=O)NCc3ccccc3Cl)c(=O)c3ccccc32)cc1,1.1%
COc1ccc(Nc2sc(C(=O)c3ccccc3)c(N)c2C(=O)Nc2cc(C)ccc2C)c(OC)c1,12%
O=C(Cn1c(=O)n(Cc2ccc3c(c2)OCO3)c(=O)c2oc3ccccc3c21)Nc1ccccc1,u
Cc1ccc2c(CC(=O)N3CCN(c4cccc(Cl)c4)CC3)coc2c1,-1.9%
COC(=O)CS(=O)(=O)c1nc2ccccc2nc1N1CCCCC1,-0.9%
O=C(CN1C(=O)CC(c2ccccc2)Sc2ccccc21)Nc1cccc(Cl)c1 (centres undefined),0.0%
CC(C)NC(=O)c1sc2ncccc2c1-n1cccc1,-1.7%
COc1ccccc1N1CCN(C(=O)Cn2ncc3c2-c2cc(C)ccc2OC3)CC1,0.8%
Cc1ccc2nc(NC(=O)CSc3cc(C)[nH]c(=O)n3)sc2c1,3.7%

# Individual results from the results shown:
# Under Epigenetic reg, `CCc1ccc(CN2CCc3nc(N4CCN(c5ccccc5F)CC4)ncc3C2)cc1` has 4.4%
# Under Epigenetic reg, `CC(C)Cc1nn2c(=O)cc(COC(=O)c3cccc(NC(=O)CCc4ccccc4)c3)nc2s1` has -4.2%

# Among those listed so far, 8 have an NH in an aromatic ring:
SMILES,Epigenetic reg
O=C(CSc1nc2nccnc2c(=O)n1CCc1c[nH]c2ccccc12)Nc1ccccc1,-0.2%
COc1ccc(NC(=O)C2CCN(S(=O)(=O)c3ccc4[nH]c(=O)ccc4c3)CC2)cc1Cl,1.4%
Cc1ccc(Nc2c(-c3ccc(N(C)C)cc3)nc3nc[nH]n23)cc1,-0.9%
CCOC(=O)c1[nH]c2ccccc2c1NC(=O)c1ccccc1F,0.0%
CCOc1ccc(CNC(=O)c2cc(=O)[nH]c3ccc(S(=O)(=O)N4CCCCC4)cc23)cc1,0.6%
CCOC(=O)c1c(C)[nH]c(C)c1S(=O)(=O)N1CCN(c2ccccc2OC)CC1,-1.1%
CCOC(=O)c1[nH]c(C)c(C(=O)NC(CC)Cc2ccccc2)c1C (centres undefined),-3.0%
Cc1ccc2nc(NC(=O)CSc3cc(C)[nH]c(=O)n3)sc2c1,3.7%

# (continued)
SMILES,Epigenetic reg
COc1cccc(CNC(=O)CCc2nnc3n(CC(C)C)c(=O)c4ccccc4n23)c1,1.1%
COc1ccc(Cl)cc1NC(=O)c1cc(S(=O)(=O)NC2CCCCCC2)ccc1F,0.4%
O=C(CN1C(=O)C2(SCC(=O)N2c2ccccc2)c2ccccc21)NCc1ccccc1Cl (centres undefined),9.2%
COc1ccc(C)cc1NC(=O)NCc1cccn1Cc1ccccc1,8.8%
O=C(Cn1c(-c2cccs2)cc2cc(Cl)ccc21)N1CCCCC1,0.0%
Cc1ccc(S(=O)(=O)c2c(Nc3ccccc3)sc(C(=O)c3ccc4c(c3)OCO4)c2N)cc1,4.2%
CCOC(=O)c1cc(-c2ccccc2)n(-c2cccc(C(=O)Nc3ccc(F)c(F)c3)c2)c1C,-0.2%
COc1ccc(-c2noc(N3CCC(C(=O)Nc4ccc(C)c(F)c4)CC3)n2)cc1OC,0.1%
COc1cccc2c1Oc1ncccc1N(C(=O)CCC(=O)NCc1ccc(OC(C)C)cc1)C2,-1.3%
Cc1cc2n(n1)CCCN2C(=O)Nc1ccccc1F,-1.3%
CCOc1ccc(N2CC(c3nc4ccccc4n3Cc3cccc(C)c3)CC2=O)cc1 (centres undefined),0.0%
O=C(NCc1ccccc1)c1cc(Sc2cccc(Cl)c2)nc2ccccc12,0.0%
COc1ccc(CNC(=O)C(=O)NCC(c2ccco2)S(=O)(=O)c2ccc(Cl)cc2)cc1 (centres undefined),3.1%
COc1cc(-c2noc(-c3ccc(N4CCOCC4)c([N+](=O)[O-])c3)n2)cc(OC)c1OC,2.0%
COc1ccc(OC(C)C(=O)NCc2nc(-c3ccc(Cl)cc3)no2)cc1 (centres undefined),3.7%
O=C(Nc1sc2c(c1C(=O)NCc1ccccc1)CCCC2)c1cc(=O)c2ccccc2o1,9.3%
Cc1cccc(CSc2ncc(Cl)c(C(=O)Nc3sc4c(c3C#N)CCCC4)n2)c1,2.7%
CCOc1ccc(C2=NC(c3ccc(OC)cc3)=Nc3ccc(Cl)cc3N2)cc1,0.9%
CCOc1ccc(C(=O)Nc2c(C(=O)Nc3ccccc3F)oc3ccccc23)cc1OCC,12%

# Bioassay records deposited in PubChem BioAssay by National Center for Advancing Translational Sciences (NCATS).
